# mlh1 rad18: NCI yeast anticancer drug screen, S. cerevisiae mlh1 rad18 strain; % growth inhibition at 50 µM; 79,000 tested, 11% active; AID 175;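 also: 0% = growth of vehicle-only cultures of the same strain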
#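 A repair-deficient yeast strain is exposed to test compound, and growth is scored relative to vehicle-treated controls.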
# bub3: NCI yeast anticancer drug screen, S. cerevisiae bub3 mutant strain. AID 167. growth inhibition, % at 50 µM. 78,000 tested, 9.9% active;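 also: 0% = growth of vehicle-only cultures of the same strain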
#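 Readout: yeast growth inhibition, expressed relative to vehicle-only wells. The test organism is a mutant strain from a panel with lesions in DNA repair or checkpoint genes.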
# yeast mec2-1: NCI yeast anticancer drug screen, S. cerevisiae mec2-1 strain | growth inhibition, % at 50 µM | 79,000 tested, 9% active;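 also: 0% = growth of vehicle-only cultures of the same strain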
#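 Cells of the genetically defined mec2-1 yeast strain are incubated with test compound. Inhibition of growth is calculated against vehicle-treated controls.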
# yeast sgs1 mgt1: NCI yeast anticancer drug screen, S. cerevisiae sgs1 mgt1 strain; 78,000 tested, 10% active; growth inhibition, % at 50 µM;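 also: 0% = growth of vehicle-only cultures of the same strain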
#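 Growth of a repair-deficient yeast mutant was monitored after compound treatment and expressed as inhibition relative to vehicle-treated cultures.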
# yeast rad50: NCI yeast anticancer drug screen, S. cerevisiae rad50 strain; % growth inhibition at 50 µM; 79,000 tested, 10% active;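 also: 0% = growth of vehicle-only cultures of the same strain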
#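 Compounds were tested on a yeast strain with an engineered DNA damage repair alteration; the reported value is growth inhibition normalised to vehicle treatment.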
# cln2 rad14: NCI yeast anticancer drug screen, S. cerevisiae cln2 rad14 strain; growth inhibition, % at 50 µM; 78,000 tested, 8.3% active; AID 165;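 also: 0% = growth of vehicle-only cultures of the same strain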
#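 Test compounds were added to cln2 rad14 yeast cultures; inhibition of growth was then determined by comparison with vehicle treatment.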
# Starred values were filed as active, the others as inactive; & = joins results of further samples. Rule as the data show it: active = growth inhibition above about 70%; inactive = the rest. Not a hit list. Share with any hit: about 14%.
SMILES,mlh1 rad18,bub3,yeast mec2-1,yeast sgs1 mgt1,yeast rad50,cln2 rad14
CC(=O)NCC1(c2ccccc2)CCN(CC2COc3ccccc3O2)CC1 (centres undefined),9,17,-16,-15,-15,16
CC(=O)OCC1OC(n2c(Br)nc3c(=O)[nH]c(N)nc32)C(OC(C)=O)C1OC(C)=O (centres undefined),6,-10,4,1,-2,-15
CC1=C(C)C(=O)C=CC1=O,12,4,6,5,20,-1
CCC(=S)N(C)O,86*,52,51,69,66,45
COC(=O)C(=[N+]=[N-])C(=O)c1ccccc1[N+](=O)[O-],14,7,27,16,30,18
CC(=O)Nc1ccc(C(=O)CC(c2ccccc2)N2CCOCC2)cc1 (centres undefined),3,26,14,12,4,-19
O=[N+]([O-])c1cc(Cl)ccc1S(=O)(=O)N1CCCc2cc(Cl)ccc21,62,64,52,65,66,62
Cc1ccc(C2=Nc3ccccc3SC(c3cccc4c3OCO4)C2)cc1 (centres undefined),0,23,4,-9,-31,0
C(=N/N=C/C=C/c1ccccc1)/c1ccco1,39,-17,-12,1,-15,-56
O=S(=O)(c1ccc(F)cc1)N(CCCCCN(S(=O)(=O)c1ccc(F)cc1)S(=O)(=O)c1ccc(F)cc1)S(=O)(=O)c1ccc(F)cc1,-6,5,-19,-9,-9,-13
O=P(OCCCl)(OCCCl)C(c1ccccc1)(c1ccccc1)c1ccccc1,65,39,36,73*,63,37
COCc1ccc2ccccc2n1,0,-30,-38,-42,-21,14
O=S(O)CCCCCSSCCCCSSCCCCCS(=O)O,27,13,0,12,8,10
CCCCCCCCCCCCSc1nc2c([nH]1)c(=O)n(C)c(=S)n2C,-15,-1,1,-32,-24,16
[Cu+2].[NH-]c1ccccc1O.[NH-]c1ccccc1[OH2+],76*,76*,47,60,51,36
Cc1ccc([N+](=O)[O-])c(C)n1,23,-4,-23,6,19,27
CC1(Cc2ccccc2)CCCC/C1=N/NC(N)=O (centres undefined),-6,8,-4,-3,-5,-36
Cc1c(C(=O)CSc2nc3ccccc3c(=O)n2-c2ccccc2)c(=O)n(-c2ccccc2)n1C,-13,-11,0,-18,-9,38
Cn1c(=O)c2c(nc(OCC(C)(C)C)n2C)n(C)c1=O,24,17,11,26,-5,9
FC(F)(F)C(F)(F)C1(F)C(F)(F)C(F)(F)C(F)(F)C(F)(F)C1(F)F,99*,100*,99*,100*,100*,97*
CCOC(=O)c1ccc(N(CCO)CCO)cc1,14,33,12,5,3,-94
Cc1ccc(S(=O)(=O)N(CCOc2c3occc3cc3ccc(=O)oc23)CCN(CCN(CCOc2c3occc3cc3ccc(=O)oc23)S(=O)(=O)c2ccc(C)cc2)S(=O)(=O)c2ccc(C)cc2)cc1,-7,-21,-12,-14,-10,-32
CCOC(=O)NN(C(=O)OCC)c1c(NN)n(C)c(=O)n(C)c1=O,-12,12,-20,9,3,-10
Cc1cccc(OCC(O)CN(Cc2ccsc2)c2ccccn2)c1 (centres undefined),8,15,16,18,18,37
CCOC(=O)/C=C/SCC(N)C(=O)OCC (centres undefined),-5,-6,-1,-13,-14,20
CCN(CC)CCOC(=O)Nc1c(C(C)C)cccc1C(C)C,2,13,-24,14,-3,15
O=C(Nc1ccc(C(F)(F)F)c([N+](=O)[O-])c1)c1ccc(C(=O)Nc2ccc(C(F)(F)F)c([N+](=O)[O-])c2)cc1,5,-4,10,12,22,11
CCCC=NC(CCC)=NC,-37,-9,-1,-20,-1,-22
O=[N+]([O-])c1cccc(/C=N\NS(=O)(=O)c2ccc(Cl)cc2)c1O,-6,-38,-13,-12,-12,-2
C[C@]12C[C@H](c3ccccc3)Nc3ccccc3N1C(c1ccccc1)=NO2,71*,67,60,82*,64,54
N=c1c2c(ncn1N)CCN(Cc1ccccc1)C2,-33,-6,7,-11,-9,-72
CCN=NNc1ccc(C#N)cc1,1,17,2,0,6,6
O=S1Nc2ccccc2[C@H]2[C@@H]1[C@H]1O[C@@H]2c2ccccc21 (some centres undefined),-1,-7,-6,-24,-4,-28
CO[n+]1ccccc1Cc1ccccc1,32,42,31,9,4,-5
S=c1n(-c2ccc(Cl)cc2)c2/c(=N\Nc3cc(Cl)ccc3Cl)c(n1-c1ccccn1)=NCCN=2,38,-5,28,12,13,26
N#C[C@H]1Nc2ccccc2[C@@H](O)C1O (some centres undefined),-3,-15,3,-5,-12,5
COc1cc2c(cc1OC)C1C(C)c3ccc(OC)c(OC)c3CN1CC2 (centres undefined),-9,-30,-43,-3,1,-1
CCCC(C)C(C#N)C(N)=O (centres undefined),-4,-10,2,3,-2,8
CCCCCCCCCCCC1=NCC(C)N1 (centres undefined),46,45,-3,29,72*,44
Nc1ccc(S(=O)(=O)NNc2nc(N3CCCCC3)nc(N3CCCCC3)n2)cc1,-5,-12,2,10,-1,8

# Brought forward from above: 5 entries, then new ones.
SMILES,mlh1 rad18,bub3,yeast mec2-1,yeast sgs1 mgt1,yeast rad50,cln2 rad14
N#C[C@H]1Nc2ccccc2[C@@H](O)C1O (some centres undefined),-3,-15,3,-5,-12,5
COc1cc2c(cc1OC)C1C(C)c3ccc(OC)c(OC)c3CN1CC2 (centres undefined),-9,-30,-43,-3,1,-1
CCCC(C)C(C#N)C(N)=O (centres undefined),-4,-10,2,3,-2,8
CCCCCCCCCCCC1=NCC(C)N1 (centres undefined),46,45,-3,29,72*,44
Nc1ccc(S(=O)(=O)NNc2nc(N3CCCCC3)nc(N3CCCCC3)n2)cc1,-5,-12,2,10,-1,8
Cc1cc(C)c(C)c(C(=O)OCC(C)(C)C)c1C,-18,4,3,-4,-2,13
O=C(O)COc1cccc(Cl)c1F,-9,-22,0,16,4,-16
CCCC(C)C(=O)OC(C)CC(C)C (centres undefined),16,21,16,22,31,-1
CC(=O)/C(=C\I)c1ccccc1,86*,90*,92*,85*,88*,90*
CCc1nc(N)nc(N)c1-c1ccc(NC(C)c2ccccc2)c([N+](=O)[O-])c1 (centres undefined),-8,9,-8,14,14,-1
CNC(=O)N(C)C/C=C/CN(C)C(=O)NC,-12,-9,-7,-11,-2,-23
COC1/C=C/OC2(C)Oc3c(C)c(O)c4c(O)c(c5c(nc(-c6ccco6)n5-c5ccccc5)c4c3C2=O)NC(=O)/C(C)=C\C=C\C(C)C(O)C(C)C(O)C(C)C(OC(C)=O)C1C (centres undefined),-23,-19,-14,-20,-6,14
COC(=O)CN(CC(=O)OC)S(=O)(=O)c1ccc(Cl)c(Cl)c1,16,14,8,7,6,-62
Cn1c(=S)[nH]c2sc3c(c2c1=O)CCCCC3,8,-4,-1,8,12,7
Cc1nc(N)[nH]c(=O)c1CCCNc1ccc(CCCCCCC2(CCl)OCCO2)cc1,-9,17,0,1,12,3
O=[N+]([O-])c1ccc(C2CC(c3ccccc3)=Nc3ccccc3S2)cc1 (centres undefined),8,26,-6,9,-7,6
O=C(N/N=C/c1cccs1)C1CCCO1 (centres undefined),-7,8,2,-7,1,-63
O=C1CSC2=NC3=C(COC/C3=C\c3ccc(F)cc3)C(c3ccc(F)cc3)N12 (centres undefined),31,30,28,42,17,21
ClC(Cl)(Cl)C(Cl)(Cl)C(Cl)(Cl)Cl,24,7,15,16,42,-19
O=C(Cc1ccccc1)NNCc1ccccc1,21,24,9,-9,6,54
CN(C)c1ncnc2[nH]ncc12,-6,-12,-19,-27,-1,-35
CCc1cc(N(C)C)ccc1N=Nc1ccc([N+](=O)[O-])cc1,29,9,10,14,44,-26
COc1ccc2c(c1)C1CCCCC1SCC2=O (centres undefined),-15,16,7,-2,1,-11
CCS(=O)(=O)c1ccc(NC(=O)OC2CCCCCC2)cc1,8,12,-2,26,-3,-1
CC(=O)N1C(=O)/C(=C\C(=O)c2ccc([N+](=O)[O-])cc2)c2ccccc21,86*,87*,90*,89*,85*,84*
CCCCCCCCCCc1ccc2c(c1)CC1c3ccccc3CC21 (centres undefined),-9,-11,7,-5,-10,-8
CC(C)CC(NC(=O)C(Cc1c[nH]c2ccccc12)NC(=O)OC(C)(C)C)C(=O)NN (centres undefined),26,14,18,3,10,21
CCC(C)NCCNc1cc(OC)cc2cccnc12 (centres undefined),51,35,27,21,43,-27
NC1=NS(=O)(=O)Nc2nc(-c3ccc(Cl)cc3)c(-c3ccc(Cl)cc3)nc21,-25,-22,-17,-25,-17,3
CCC(C#N)C1=CCCCCC1 (centres undefined),21,5,4,19,32,12
CCOC(=O)c1c(Nc2ccc(OC)cc2)n[nH]c1C,-9,9,-34,16,-8,10
C[C@@H]1C[C@H]2[C@@H]3CCC4=CC(=O)C=C[C@]4(C)[C@@]3(Cl)[C@@H](Cl)C[C@]2(C)[C@@]1(O)C(=O)COP(=O)(O)O,-18,-42,-37,-31,-34,26
[O-]/[N+]1=[N+](\[O-])c2ccccc2CCc2ccccc21,2,15,-5,40,4,1
COC1/C=C\OC2(C)Oc3c(C)c(O)c4c(c3C2=O)C(=O)C(Br)=C(NC(=O)/C(C)=C\C=C/C(C)C(O)C(C)C(O)C(C)C(OC(C)=O)C1C)C4=O (centres undefined),20,15,14,22,16,22
CN(C(=O)C(Cc1ccccc1)NC(=O)OC(C)(C)C)C1(C(=O)NC(Cc2ccccc2)C(=O)OCc2ccccc2)CCCC1 (centres undefined),14,9,16,-4,-3,12
COc1ccc([N+](=O)[O-])cc1NC(=S)NC(=O)c1cccc(Br)c1,2,4,4,0,-9,-64
c1ccc(CCOC(c2ccccc2)(c2ccccc2)c2ccccc2)cc1,-26,-10,-9,0,-11,-62
COC(=O)C1CC2CCC1C2 (centres undefined),14,-31,-25,-16,-4,12
C[N+]1=C(/C=C/Nc2cc3c4ccccc4ccc3c3ccccc23)C(C)(C)c2ccccc21,31,46,48,56,54,47
C(=C\c1cccs1)/c1csnn1,-8,-2,16,3,1,13
CC(=O)N(C)c1ccc(NC(=O)/C=C/c2ccccc2)cc1,17,28,4,16,0,-10
CCCCCCCCCCCCCCCCCC(=O)Oc1ccc(OCc2ccccc2)cc1,-17,-11,-26,-11,-14,16
Oc1cc(O)c2c(-c3c(O)c(-c4ccc(O)c(O)c4)[o+]c4cc(O)cc(O)c34)c(O)c(-c3ccc(O)c(O)c3)[o+]c2c1,22,23,5,10,44,11
CCCCCCCCCCCCOC(=O)C[n+]1cccc(C(=O)Nc2ccc(Cl)cc2)c1,98*,99*,99*,99*,99*,100*
CCCN(CCCCC(NC(C)=O)C(=O)NCc1ccccc1)C(=O)N(C)N=O (centres undefined),-18,-28,-13,-7,-12,-12

# Reprinted from the part before: 2 entries, then new ones.
SMILES,mlh1 rad18,bub3,yeast mec2-1,yeast sgs1 mgt1,yeast rad50,cln2 rad14
CCCCCCCCCCCCOC(=O)C[n+]1cccc(C(=O)Nc2ccc(Cl)cc2)c1,98*,99*,99*,99*,99*,100*
CCCN(CCCCC(NC(C)=O)C(=O)NCc1ccccc1)C(=O)N(C)N=O (centres undefined),-18,-28,-13,-7,-12,-12
CC(=O)OC1=NCC(OC(C)=O)=NC1,6,3,14,2,5,-17
C=C(c1ccccc1)c1cccc2ccccc12,7,-12,3,-5,-2,20
COc1ccc2ccc(OC)c(C=O)c2c1,63,-26,10,-1,98*,-28
Oc1ccc(-c2nccs2)cc1,18,7,-11,2,23,11
CC(=O)OCc1cc2c(cc1Br)OCO2,-13,9,-5,-13,-21,-48
CCSC1=C(C)N(C=NC(C)(C)C)CC1,-14,-29,-24,-38,-4,7
Cc1ccc(C(=O)C2C=C(c3ccc(C)cc3)SC3C=CCC32)cc1 (centres undefined),14,13,29,32,0,38
CC1(C)OP2(O)(OC(C)(C)c3ccccc32)c2ccccc21,24,7,6,12,31,2
C=Cc1c(C)c2cc3[nH]c(cc4nc(cc5nc(cc1[nH]2)C(C)=C5CCC(=O)OC)C(CCC(=O)OC)=C4C)c(C)c3C=C,-6,-1,6,10,8,13
O=C1CN(C(=O)C2CCCN2C(=O)C2CCCN2)C(=O)CN1 (centres undefined),-23,-1,-33,16,-33,-2
CC(=O)Nc1nnc(-c2coc3ccccc3c2=O)s1,12,15,6,20,51,11
COC1OC2COC(c3ccccc3)OC2C2OC(=S)OC12 (centres undefined),-6,8,3,4,17,-1
CC(C)C(NC(=O)C1CCCN1)P(=O)(O)O (centres undefined),6,5,2,5,10,-11
CC(=O)OCC1OC(n2c(=S)n(-c3ccccc3)c(=O)c3cc(Br)cc(Br)c32)C(OC(C)=O)C(OC(C)=O)C1OC(C)=O (centres undefined),4&-40,6&5,-12&-23,-22&-39,-12&-20,18&-26
C1Cc2[nH]nc(-c3n[nH]c4c3CCC4)c2C1,2,0,-14,5,-53,-25
Cc1cc(C)c(Br)c(C)c1,-13,-5,0,-2,2,-20

# Two entries from above, with values under each structure.
# Each structure is followed by: mlh1 rad18 | bub3 | yeast mec2-1 | yeast sgs1 mgt1 | yeast rad50 | cln2 rad14
> CC(=O)Nc1nnc(-c2coc3ccccc3c2=O)s1
  12 | 15 | 6 | 20 | 51 | 11
> CC1(C)OP2(O)(OC(C)(C)c3ccccc32)c2ccccc21
  24 | 7 | 6 | 12 | 31 | 2

# Screening data from PubChem.
